# Screening results (PubChem)
# PriA SSB inh = inhibitors of Klebsiella pneumoniae PriA binding to SSB C-terminal tail. AlphaScreen SSBct-PriA binding, biotinylated peptide. 430,000 compounds, 0.6% hits. inhibition, % at 33 µM. AID 1272365; in the data active = inhibition mostly above about 37%, no sharp cut-off; inactive = mostly below about 20%;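 also: plate controls were negative control peptide for no effect and reference peptide for full effect; strong numbers were not always called active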
# Numbers without * were called inactive; & = joins results of further samples. The list is partial; count on the stated rates, not on these rows.
SMILES,PriA SSB inh
CCOc1ccc(NC2SC(=O)N(c3ccc(F)cc3)C2=O)cc1 (stereo not given),-12.0
CCOC(=O)c1c(N)sc2c1CCN(CC)C2,25.0
Cc1cccc(NC(N)=Nc2nc3c(c(=O)[nH]2)CCCC3)c1,-4.8
COCCCNC(=O)CSc1nc2ccc(N3CCCCC3)cc2c(=O)n1Cc1ccccc1,4.0
COc1ccc(-c2noc(C3CCN(CC(=O)NCc4ccco4)CC3)n2)cc1,-8.0
Fc1ccc(Br)cc1C=Nn1cnnc1,-12.1
O=C(Nc1ccccc1)OC1CCCC(NC(=O)C2(c3cccs3)CCCC2)C1 (stereo not given),-2.0
O=C(O)CCc1cccc(Oc2ccc(F)cc2)c1,9.0
Cc1ccc(N2CCN(CC(=O)NC3CC(C)CC(C)(C)C3)C2=O)cc1 (stereo not given),-2.0
CCOc1ccc(-c2nc(SCC(=O)NCC3CCCO3)c3c(=O)n(C)c(=O)n(C)c3n2)cc1 (stereo not given),-9.0
Cc1ccc(C)c2sc(N(C)CC(=O)Nc3nc(CC(N)=O)cs3)nc12,-18.0
O=S(=O)(NCC(c1ccc2c(c1)OCO2)N1CCN(c2ccccc2)CC1)c1cccs1 (stereo not given),20.0
O=C(NCCOc1cc(N2CCCCC2)ncn1)C1CC1,-2.0
CC(C)CS(=O)(=O)C1CCN(C(=O)c2ccccc2Cl)CC1,-7.0
Cn1c(=O)c2c(nc(N3CCC(Cc4ccccc4)CC3)n2CCSc2nc3ccccc3s2)n(C)c1=O,-10.0

# In a second layout: 4 of the compounds above.
molecule: O=S(=O)(NCC(c1ccc2c(c1)OCO2)N1CCN(c2ccccc2)CC1)c1cccs1 (stereo not given)
- PriA SSB inh = 20.0
molecule: O=C(NCCOc1cc(N2CCCCC2)ncn1)C1CC1
- PriA SSB inh = -2.0
molecule: CC(C)CS(=O)(=O)C1CCN(C(=O)c2ccccc2Cl)CC1
- PriA SSB inh = -7.0
molecule: Cn1c(=O)c2c(nc(N3CCC(Cc4ccccc4)CC3)n2CCSc2nc3ccccc3s2)n(C)c1=O
- PriA SSB inh = -10.0

# More compounds follow:
SMILES,PriA SSB inh
CCOc1ccc2nc(NC(C)=O)sc2c1,-6.0
COc1cccc2cc(-c3nnc(NC(=O)c4ccc(Cl)s4)o3)oc12,-2.0
O=C(NN=Cc1cc2c3c(c1O)CCCN3CCC2)c1ccccc1O,78.4
O=C(NCCn1nc(-c2cccnc2)ccc1=O)c1ccco1,-8.0&-1.0
CN1CC(C(=O)N2CCC(Oc3cccnc3)CC2)CC1=O (stereo not given),-3.0
Cn1nc(-c2ccccc2NC(=O)c2cc(-c3cccs3)on2)ccc1=O,-17.0
O=C1/C(=C/c2cccnc2)Oc2cc(OCc3ccccc3Cl)ccc21,-8.0
Cn1ccnc1SCC1CCN(C(=O)CSCc2ccccc2)CC1,16.0
CCC(Sc1ncc(S(=O)(=O)c2ccc(Cl)cc2)c(=O)[nH]1)C(=O)Nc1ccc(F)cc1 (stereo not given),-20.0
NS(=O)(=O)c1ccc(O)c([N+](=O)[O-])c1,1.0
Cc1cccc(NC(=O)NCCn2ncccc2=O)c1C,-8.0
CN(C[C@H]1Cc2ccccc2CO1)C(=O)c1cc(C2CC2)on1,-11.0
Cc1nnsc1C(=O)Nc1ccc(C(N)=O)cc1,-10.0
CCn1c(=NC(=O)c2ccco2)sc2cc3c(cc21)OCCO3,-30.0
Cc1ccc(S(=O)(=O)N=C(Nc2ccc([N+](=O)[O-])cc2)c2ccccc2)cc1,18.3

# Looked up by compound from the list above (six):
SMILES,PriA SSB inh
O=C1/C(=C/c2cccnc2)Oc2cc(OCc3ccccc3Cl)ccc21,-8.0
Cn1nc(-c2ccccc2NC(=O)c2cc(-c3cccs3)on2)ccc1=O,-17.0
CN(C[C@H]1Cc2ccccc2CO1)C(=O)c1cc(C2CC2)on1,-11.0
Cc1nnsc1C(=O)Nc1ccc(C(N)=O)cc1,-10.0
CCOc1ccc2nc(NC(C)=O)sc2c1,-6.0
CCC(Sc1ncc(S(=O)(=O)c2ccc(Cl)cc2)c(=O)[nH]1)C(=O)Nc1ccc(F)cc1 (stereo not given),-20.0

# Other records:
SMILES,PriA SSB inh
CC1Oc2ccccc2N(CC(=O)Nc2nc(-c3ccccn3)cs2)C1=O (stereo not given),57.8*
Cc1ccc2nc(C3CN(C(=O)NCCCc4ccccc4)C3)[nH]c2c1,-2.0
O=C(CNC(=O)c1ccc(CSc2ccccc2)o1)c1ccccc1,-26.0
O=C(NCCCOc1cccc2cccnc12)c1ccno1,1.0
O=C(Nc1cnccn1)c1ccc(Cl)c(S(=O)(=O)N2CCOCC2)c1,-2.0
CN(C)S(=O)(=O)c1ccc(C(=O)N2CC(c3nc(-c4ccco4)no3)C2)cc1,-17.0
CC(=O)Nc1nc2c(F)cc(F)cc2s1,-10.0
Cc1nc2ccc(Cl)cn2c(=O)c1NC(=O)c1ccc(F)cc1F,-10.0
O=C(CC1Sc2ccccc2NC1=O)Nc1ccccc1F (stereo not given),0.0
CCC(=O)NN=C(C)CC(=O)Nc1ccc2c(c1)OCCO2,-8.6
COc1ccc(CCNC(=O)COc2cccc3ccc(N4CCOCC4)nc23)cc1OC,-1.0
CSc1ccccc1NC(=O)C(=O)NCCc1ccc2c(c1)CCCN2C,15.0&30.0
Clc1ccc2nc3c(nc2c1)-c1cccc2cccc-3c12,-26.0
COc1ccc(-c2cc3c(=O)[nH]nc(SCc4nc(-c5cccc(Cl)c5)no4)n3n2)cc1OC,-19.0
COc1cccc(S(=O)(=O)Nc2ccc(C(=O)NCCc3ccc(OC)c(OC)c3)cc2)c1,-14.0
Cc1cc(N2CCCCC2)nc(CNC(=O)COc2ncccn2)n1,-12.0
CN(C)c1nccnc1OC1CCCN(C(=O)c2cc3n(n2)CCCO3)C1 (stereo not given),-13.0
O=C(Cc1cccs1)NCC(c1ccsc1)N1CCOCC1 (stereo not given),1.0
CCOc1ccccc1C(=O)Oc1c(Sc2ccccc2)c(C)nn1C(C)(C)C,-13.0
COc1ccc(Cl)cc1C(=O)N1CCN(c2ccc(-c3ccccc3)nn2)CC1,-2.0
C[C@]12CCC3C(CC[C@H]4CC(O)CC[C@]34C)C1CCC2=NO (stereo not given in full),-8.1
CCCc1nnsc1C(=O)Nc1nc2c(s1)CN(S(C)(=O)=O)CC2,-8.0
CCSC1=NC2(CCN(C(=O)Nc3ccccc3F)CC2)N=C1c1ccccc1,1.0
O=C(Cn1nc(-n2ccc3ccccc32)ccc1=O)NCC(F)(F)F,-12.0
O=S(=O)(Cc1ccccc1)NCCC(O)c1cccc2ccccc12 (stereo not given),2.0
COc1ccc(C2CCCCN(C(=O)c3cc[nH]c(=O)c3)C2)cc1 (stereo not given),-13.0
COC(CNC(=O)c1cc(-c2ccco2)on1)c1ccc(Cl)s1 (stereo not given),-11.0
COc1cccc(-n2nnc3c(=O)n(Cc4cccc([N+](=O)[O-])c4)cnc32)c1,9.0
O=C(CSc1nc2ccsc2c(=O)n1-c1cccc(Cl)c1Cl)NCc1ccccc1Cl,3.0
C=CCn1c(SCCC(=O)Nc2ccc(C(C)(C)C)cc2)nc2scc(-c3ccco3)c2c1=O,-11.0&-7.0

# In another format: 2 of the compounds above.
> O=S(=O)(Cc1ccccc1)NCCC(O)c1cccc2ccccc12 (stereo not given)
  PriA SSB inh: 2.0

> O=C(Cn1nc(-n2ccc3ccccc32)ccc1=O)NCC(F)(F)F
  PriA SSB inh: -12.0

# The listing continues.
SMILES,PriA SSB inh
CCSc1nnc(NC(=O)CSc2nc(N)c(NC(=O)c3ccc(F)cc3)c(=O)[nH]2)s1,-16.0
Cc1ccc(C)c(-c2csc(NC(=O)c3cccc(S(C)(=O)=O)c3)n2)c1,5.0
Cc1cc(Cl)ccc1NC(=O)CCC(=O)NN=Cc1cc([N+](=O)[O-])ccc1O,3.5
COc1ccc(S(=O)(=O)NCC[C@H](O)c2cc3ccccc3o2)cc1F,-1.0
O=C(N/N=C\c1ccccc1)c1ccc(C(=O)N/N=C\c2ccccc2)cc1,-21.0
Cc1cc(NC(=O)C2CCCN(S(=O)(=O)c3ccc(F)cc3)C2)n(C)n1 (stereo not given),13.0
Cc1nc(N2CCN(c3ccc(Cl)c(Cl)c3)CC2)c2c3c(sc2n1)CCC3,-13.0
Cc1ccccc1NC1=CC(=NS(=O)(=O)c2cccs2)c2ccccc2C1=O,34.6
O=C(c1cnn(-c2ccccc2)n1)N1CC(c2nc(-c3ccc[nH]c3=O)no2)C1,-4.0
Cc1ccccc1N1CCN(CC(O)COc2ccc(C(=O)c3ccccc3)cc2)CC1 (stereo not given),-12.0
O=C(NCC1CCN(c2nc3ccccc3o2)CC1)C(=O)Nc1ccon1,-13.0
CCC(C)C(NC(=O)c1cccc(Cl)c1)C(=O)Nc1nc2ccccc2[nH]1 (stereo not given),-13.0
O=C(CN1C(=O)CCC1=O)N1CCC(S(=O)(=O)Cc2ccco2)CC1,-12.0
CC(=NNC(=O)CCc1c[nH]c2ccccc12)c1cccc([N+](=O)[O-])c1,-8.6
O=C(NC1CC2C(=O)Nc3ccccc3N2C1)c1ccc2nsnc2c1 (stereo not given),2.0
CSc1nnc(C)c(=O)n1COC(=O)c1cc2ccccc2oc1=O,-4.0
O=S(=O)(Nc1ccc(Br)cc1F)c1ccc(Cl)c(C(F)(F)F)c1,3.0
O=C(Nc1cccc(C(F)(F)F)c1)N1CCN(c2ccc3nncn3n2)CC1,-6.0&6.0
Cc1cc(NC(=O)c2cc(C)n(C)n2)n(C)n1,-18.0&-5.0
CCOC(=O)c1ccccc1NC(=O)Cn1c(C)cc(C)c(-c2nc(-c3ccccc3)no2)c1=O,-1.0
O=C(O)c1cn[nH]c1S(=O)(=O)N1CCc2ccccc2C1,-6.0
CC(=O)c1sc(NC(=O)C2CCN(S(=O)(=O)c3ccc(Cl)cc3)CC2)nc1C,-7.0&10.0
CO[C@@H](CNC(=O)c1cc(Br)cs1)c1ccsc1,-14.0
O=C(NCc1ccccc1)NCC(c1ccsc1)N1CCCC1 (stereo not given),2.0
COc1ccc(NC(=O)Nc2ncc(C#N)s2)cc1,0.0
CCCc1nnsc1C(=O)N1CCN(c2ccc(-c3noc(C)n3)cn2)CC1,6.0
CCOc1ccccc1NC(=O)CSc1cnnn1-c1ccccc1C(F)(F)F,-21.0
Cc1cc(-c2csc(Nc3cnccc3C)n2)c(C)o1,-18.0
C=CCNC(=O)CSc1nnnn1-c1cccc(C(F)(F)F)c1,-10.0
Cc1ccc(S(=O)(=O)c2nc(SCC(=O)N3CCOCC3)sc2N2CCOCC2)cc1,3.0

# Brought forward from above: two entries, followed by the next part.
SMILES,PriA SSB inh
C=CCNC(=O)CSc1nnnn1-c1cccc(C(F)(F)F)c1,-10.0
Cc1ccc(S(=O)(=O)c2nc(SCC(=O)N3CCOCC3)sc2N2CCOCC2)cc1,3.0
Cc1noc(CNC(=O)CCS(=O)(=O)c2ccccc2)n1,-14.0
O=S(=O)(NCC1CCN(C2CCCC2)CC1)c1ccccc1Cl,-15.0
Cc1noc(-c2sccc2NC(=O)Cn2ccc3ccccc32)n1,4.0
CCOc1cn2c(cc1=O)C(=O)N(CCNC(=O)c1ccc(C(C)(C)C)cc1)CC2,-23.0
Cc1cc(C=NNC(=O)c2cccs2)c(C)n1-c1cnccn1,1.8
Cc1cccc(C=Nn2c(-c3ccccc3)n[nH]c2=S)c1O,-4.0
CC(/C=C/c1ccccc1)=NNC(=O)CNC(=O)c1ccccc1Cl,0.6
OC1(c2ccccc2)C/C(=N\Nc2ncnc3sc4c(c23)CCCC4)C=C1c1ccccc1 (stereo not given),38.0
O=C(O)COc1ccc(C=NNC(=O)c2cn(-c3ccccc3)nc2-c2ccccc2)cc1,-3.5
O=C(CN1CCN(c2ccccc2F)C1=O)NCc1nc2ccccc2[nH]1,-11.0
Cc1cc(=O)[nH]c(-n2nc(C)c(CCC(=O)Nc3nc4ccccc4s3)c2C)n1,-3.0
Nc1ncnc(NCCc2ccccc2)c1[N+](=O)[O-],1.0
O=c1c2ncccc2n(Cc2ccc(Cl)c(Cl)c2)c(=O)n1Cc1ccc2c(c1)OCO2,-2.0
Cc1ccc2c(CC(=O)Nc3cc(Cl)ccc3Cl)coc2c1C,-10.0&-5.0
COC(=O)c1ccccc1N=Nc1c(N)[nH]n(-c2ccccc2)c1=O,11.0
Cc1c(CNC(=O)Cn2cccc2)sc2nc(-c3ccc(F)cc3)cn12,20.0
CC(C)(C)C(=O)CSc1nc2ccccc2[nH]1,0.0
CC(O)(CNS(=O)(=O)c1ccc2c(c1)CCO2)c1cc2ccccc2o1 (stereo not given),-15.0
COc1ccccc1N1CCN(C(=O)C(=O)NN=Cc2ccccc2F)CC1,-1.1
FC(F)(F)c1nnc(C2CCN(Cc3ccncc3)CC2)o1,0.0
COc1ccc(-c2ccc(=O)n(CCCC(=O)Nc3c(C)cccc3C)n2)cc1OC,-9.0
N#CC1(CCc2ccc(Br)cc2)CCN(S(=O)(=O)c2ccccc2)CC1,18.0
Cc1cccc(N2CCN(C(=O)CCc3csc4nc(-c5ccccc5)cn34)CC2)c1,-16.0
CNC(=O)N(O)C1N(N=Cc2ccccc2O)C(=S)SC1(C)C (stereo not given),0.7
O=c1nc2n(c3ccccc13)CC/C2=C\c1ccc(Cl)cc1,-9.0
CCOc1cc(C=NNC(=O)c2ccc(C)nc2)ccc1OC(=O)c1ccc(F)cc1,-0.1
O=C(NCCOc1ccccc1)c1ccc(Cl)c([N+](=O)[O-])c1,11.0
CSc1ccc(C(=O)N2CCN(c3ccccc3)CC2)cc1,3.0
O=C(CC1CCCCN1S(=O)(=O)c1ccccc1)NCCCc1ccccc1 (stereo not given),16.0
COc1ccccc1NC(=O)CCCSc1ccc(NC(=O)c2cccs2)nn1,-7.0
O=C(/C=C/c1ccc([N+](=O)[O-])s1)NNC(=O)c1ccc(S(=O)(=O)N2CCCCCC2)cc1,-3.0
Cn1nc(-c2ccc(F)cc2)cc1C(=O)O,-11.0
Cc1cc2cc(CCNC(=S)Nc3cccc(Br)c3)c(=O)[nH]c2cc1C,-8.0
O=C1CC(C(=O)N(Cc2cccnc2)c2nc3ccccc3s2)CN1c1ccccc1 (stereo not given),-2.0
CN(C)c1ccc(CCNC(=O)c2cc3ccccc3oc2=O)cc1,-1.0
